Screens deposited in PubChem by Broad Institute.
Statin myotox sup – suppressors of statin myotoxicity in C2C12 myotubes, primary screen, cell-based, single point, plate reader; C2C12 myotubes + simvastatin, ATP luminescence, 48 h; scaled: DMSO 0, geranylgeraniol control 100; rescue of ATP level, % at 7.49 µM; 330,000 compounds, 0.78% hits; AID 602340, 2012;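 active = mean ATP rescue above about 67%, or every replicate alone reaching that limit, limit read from the data, passing the limit was not always enough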;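 note: myotubes were challenged with 10 µM simvastatin during compound exposure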
SIRT5 block – SIRT5 desuccinylase inhibitors, primary screen, biochemical, fluorescence imaging, single point, set 5 | inhibition, % at 15 µM | Purified SirT5, succinyl-peptide AMC, trypsin-coupled fluorescence | NAD-dependent protein deacylase sirtuin-5, mitochondrial (Homo sapiens), Q9NXA8 | 330,000 compounds, 1.1% hits; in the data active = inhibition above about 15%
Target sequence (Q9NXA8 whole entry, looked up): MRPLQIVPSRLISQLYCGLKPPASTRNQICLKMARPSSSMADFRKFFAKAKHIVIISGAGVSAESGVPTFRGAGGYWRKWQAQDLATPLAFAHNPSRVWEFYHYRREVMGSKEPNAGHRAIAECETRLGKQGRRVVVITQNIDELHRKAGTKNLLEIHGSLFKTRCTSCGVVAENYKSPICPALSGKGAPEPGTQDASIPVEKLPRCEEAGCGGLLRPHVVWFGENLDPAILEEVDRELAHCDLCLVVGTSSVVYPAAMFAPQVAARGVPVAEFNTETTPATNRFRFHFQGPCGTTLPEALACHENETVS
S100A4 inh HTS – inhibitors of S100A4-myosin IIA peptide binding, primary screen, biochemical, fluorescence polarization, TAMRA-MyoIIA peptide; Protein S100-A4 (Homo sapiens), P26447; inhibition, % at 10.7 µM; 360,000 compounds, 0.14% hits; AID 652163, 2013;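 active = mean inhibition of at least 70% across replicates, with every replicate also reaching that level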
Target sequence (P26447 whole entry, looked up): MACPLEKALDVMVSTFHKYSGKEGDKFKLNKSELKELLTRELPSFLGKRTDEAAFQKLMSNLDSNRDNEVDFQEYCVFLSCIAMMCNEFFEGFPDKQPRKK
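Compound dosing: one dose per compound; test system: human S100A4 monomer with TAMRA-labelled myosin IIA peptide; probe or stimulus: TAMRA-labelled myosin IIA heavy-chain peptide probe, 5 nM; medium: HEPES buffer with Ca2+, pH 7.2; schedule: 5 min incubation before reading; benchmarks: neutral control DMSO, positive control TFP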
Casp6 inh – human caspase-6 inhibitors, primary screen, biochemical, VEID-R110 fluorescence, single point, set 2; P55212; purified caspase-6, Z-VEID-R110 cleavage fluorescence; inhibition, % at 12.5 µM; 350,000 compounds, 0.53% hits; AID 686996, 2013;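 active = mean inhibition across replicates at least about 35%, with every replicate also reaching that limit, limit read from the data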;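 note: 0% = median of neutral control wells and 100% = no fluorescence left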
Target sequence (P55212 24-179 limits assumed): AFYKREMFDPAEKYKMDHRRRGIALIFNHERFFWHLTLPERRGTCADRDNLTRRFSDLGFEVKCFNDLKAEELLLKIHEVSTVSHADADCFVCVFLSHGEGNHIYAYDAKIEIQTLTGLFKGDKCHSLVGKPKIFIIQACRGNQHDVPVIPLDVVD
Target sequence (P55212 194-293 limits assumed): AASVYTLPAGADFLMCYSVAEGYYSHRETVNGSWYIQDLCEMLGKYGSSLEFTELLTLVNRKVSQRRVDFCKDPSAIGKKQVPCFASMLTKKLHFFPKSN
LGR2 inh – inhibitors of bursicon-induced LGR2 CRE-luciferase signal, primary screen, cell-based, HEK293, CRE-luciferase reporter, bursicon stimulation; Drosophila bursicon receptor LGR2 (rickets); bursicon-stimulated, 4 h; inhibition, % at 9.99 µM; 380,000 compounds, 0.35% hits; AID 720647, 2013;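 active = drop in luminescence signal, shown as inhibition above about 50% in the replicate tests, limit read from the data, passing the limit was not always enough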;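 note: agonist challenge used bursicon conditioned medium at about half maximal strength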
FN deposition inh – inhibitors of fibronectin matrix deposition, primary screen, AH1F cells, Alexa488-fibronectin fluorescence, plate reader; AH1F fibroblasts, overnight; inhibition, % at 12.6 µM; 350,000 compounds, 0.086% hits; AID 743247, 2014;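 active = mean inhibition across replicates of 30% or more, regardless of how many single replicates reach that level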;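 note: positive control wells lacked labelled fibronectin entirely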
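Assay system: AH1F fibroblasts assembling fluorescent fibronectin matrix; Amount: 10000 AH1F cells per well; Buffer or medium: DMEM, 2% serum; Probe or stimulus: Alexa488-fibronectin, 24 nM final in well; Doses: single compound dose, delivered by pin transfer; Incubation: 1 h adhesion, overnight exposure; Measured by: fluorescence 485/525 nm; Read-out: fibronectin deposition inhibition.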
esBAF inh – Bmi1 luciferase reporter increase in mESCs, primary screen, esBAF inhibitor project, mouse ES cells, Bmi1 luciferase knock-in, single point; 24 h; 100% = twice the neutral-well signal; 350,000 compounds, 2% hits; reporter increase, % at 12.5 µM; in the data active = activation above about 40%;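 note: 0% = median of the plate's neutral control wells and 100% = double that signal; a rise in the Bmi1 reporter signal indicates esBAF inhibition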
The depositor's hits bear a star; & = joins results of further samples. Some of the compounds tested. The share of hits here may be higher or lower than overall.

Results for O=C(NCC1CC1)[C@@H]1[C@@H](CO)[C@@H]2Cn3c(cccc3=O)[C@@H]2N1Cc1cncnc1 ?
Statin myotox sup: -9; SIRT5 block: 14; S100A4 inh HTS: 11; Casp6 inh: 4; LGR2 inh: 7; esBAF inh: -4

What do the screens show for `Cc1ccc(S(=O)(=O)Nc2ccc3c(c2)C(=O)N([C@@H](C)CO)C[C@@H](C)[C@@H](CN(C)Cc2ccc(C(=O)O)cc2)O3)cc1`?
Statin myotox sup: 3; SIRT5 block: 3; S100A4 inh HTS: 3; Casp6 inh: -4; LGR2 inh: 9; esBAF inh: -7

Results for COc1ccc(C(=O)OCC(=O)NC2CC2)cc1S(=O)(=O)Nc1ccc(C)cc1 ?
Statin myotox sup: 6; SIRT5 block: 0; S100A4 inh HTS: -5; Casp6 inh: 0; LGR2 inh: 6; FN deposition inh: -2; esBAF inh: -5

What do the screens show for `CC(C)C#Cc1cnc2c(c1)C(=O)N([C@@H](C)CO)C[C@H](C)[C@@H](CN(C)Cc1ccc3c(c1)OCO3)O2`?
Statin myotox sup: 11; SIRT5 block: -1; S100A4 inh HTS: 3; Casp6 inh: 17; LGR2 inh: -10; esBAF inh: -2

How did Cc1cccc(CSc2nc3ccccc3c(=O)n2C)c1 do in these assays?
Statin myotox sup: 34; SIRT5 block: -2; S100A4 inh HTS: 0; Casp6 inh: 4; LGR2 inh: 5; FN deposition inh: 3; esBAF inh: -21

What do the screens show for `Cc1cc(C)cc(N2C(=O)CC(Sc3ccccc3C(=O)O)C2=O)c1` (configuration not stated)?
SIRT5 block: 1; S100A4 inh HTS: -4; Casp6 inh: 0; LGR2 inh: 7; FN deposition inh: 9

What do the screens show for `Cc1ccc(SCc2cn3c(C)cc(C)nc3n2)cc1`?
SIRT5 block: -1; S100A4 inh HTS: -6; Casp6 inh: 0; LGR2 inh: -13; FN deposition inh: -2

What do the screens show for `C[C@@H]1CN([C@@H](C)CO)C(=O)c2cc(NC(=O)c3ccncc3)ccc2O[C@@H](C)CCCCO[C@@H]1CN(C)S(=O)(=O)c1cccs1`?
SIRT5 block: -1; S100A4 inh HTS: -19; Casp6 inh: -3; LGR2 inh: -20; FN deposition inh: -9; esBAF inh: -5

How did Cc1cc(NC(=O)COC(=O)c2ccccc2[N+](=O)[O-])no1 do in these assays?
SIRT5 block: -2; S100A4 inh HTS: 0; Casp6 inh: -1; LGR2 inh: -3; FN deposition inh: -4

How did COc1ccc(CC2(CO)CCN(Cc3cccn3-c3ccccn3)CC2)cc1 do in these assays?
Statin myotox sup: -17; SIRT5 block: -1; S100A4 inh HTS: -2; Casp6 inh: 7; LGR2 inh: 2; FN deposition inh: 3; esBAF inh: 5

Results for CCOC(=O)C1=C(COC(=O)c2ccc(Br)c(S(=O)(=O)N3CCOCC3)c2)NC(=O)NC1C (configuration not stated) ?
Statin myotox sup: -13; SIRT5 block: -2; S100A4 inh HTS: -7; Casp6 inh: 1; LGR2 inh: -13; esBAF inh: -1

How did CCn1nc(NC(=O)C(C)(C)C)c2cc3cccc(C)c3nc21 do in these assays?
Statin myotox sup: -24; SIRT5 block: -7; S100A4 inh HTS: -5; Casp6 inh: 0; LGR2 inh: 16; FN deposition inh: -12; esBAF inh: 2

How did C/C=C/c1ccc([C@@H]2[C@H](CO)N(CC3CCCC3)C23CN(S(=O)(=O)CC)C3)cc1 do in these assays?
SIRT5 block: 5; S100A4 inh HTS: -2; Casp6 inh: 1; LGR2 inh: 8; FN deposition inh: -1

How did CCS(=O)(=O)Nc1ccc2c(c1)C(=O)N(C)C[C@@H](OC)[C@@H](C)CN(C(=O)CN(C)C)[C@H](C)CO2 do in these assays?
Statin myotox sup: -2; SIRT5 block: -10; S100A4 inh HTS: -11; Casp6 inh: 0; LGR2 inh: 30; FN deposition inh: -27; esBAF inh: -2

How did COc1cc(/C=C2\SC(=S)N(Nc3ncc(C(F)(F)F)cc3Cl)C2=O)ccc1O do in these assays?
Statin myotox sup: 28; FN deposition inh: -7; esBAF inh: 12

Results for N#Cc1cccc(NC(=O)COC(=O)CCc2nc3ccccc3c(=O)[nH]2)c1 ?
Statin myotox sup: 0; SIRT5 block: -1; S100A4 inh HTS: 2; Casp6 inh: -6; LGR2 inh: 0; FN deposition inh: 3; esBAF inh: 1

Results for Cc1c(C(=O)OCC(=O)Nc2ccccc2OC(F)F)cccc1[N+](=O)[O-] ?
SIRT5 block: 6; S100A4 inh HTS: 0; Casp6 inh: 2; FN deposition inh: -8

Results for O=C(c1cc(S(=O)(=O)Nc2ccccc2F)c(Cl)cc1Cl)N1CCN(CCO)CC1 ?
Statin myotox sup: 11; SIRT5 block: 2; S100A4 inh HTS: -1; Casp6 inh: -1; LGR2 inh: -5; FN deposition inh: -6; esBAF inh: 3

Results for CN1CCN(C(=O)c2cc3c(c(-c4cccc(-c5cccnc5)c4)n2)[C@H](CCO)N(C(=O)CC2CC2)C3)CC1 ?
SIRT5 block: -3; S100A4 inh HTS: 0; Casp6 inh: 2; LGR2 inh: 7; FN deposition inh: 8&-2

What do the screens show for `C/C=C/c1ccc2c(c1)O[C@@H](CN(C)C)[C@H](C)CN([C@H](C)CO)S2(=O)=O`?
Statin myotox sup: 3; SIRT5 block: -1; S100A4 inh HTS: 1; Casp6 inh: 1; LGR2 inh: -1; FN deposition inh: 0; esBAF inh: -1

How did O=C(NC(=S)NCc1nc2ccccc2[nH]1)c1ccccc1F do in these assays?
SIRT5 block: -5; S100A4 inh HTS: 1; Casp6 inh: 4; LGR2 inh: -54; FN deposition inh: -3

Results for CCC(=O)Nc1ccc2c(c1)C(=O)N(C)C[C@@H](OC)[C@H](C)CN(C(=O)c1ccccn1)[C@H](C)CO2 ?
Statin myotox sup: 7; SIRT5 block: 0; S100A4 inh HTS: 1; Casp6 inh: -1; LGR2 inh: -2; FN deposition inh: 11; esBAF inh: -2

How did C=CCNC(=O)C(=O)c1c(-c2ccccc2)[nH]c2ccccc12 do in these assays?
Statin myotox sup: 14; SIRT5 block: 2; S100A4 inh HTS: 9; Casp6 inh: -1; LGR2 inh: -6; FN deposition inh: -4; esBAF inh: 3

Results for CC1CCN(c2ccccc2NC(=O)c2ccc(N3CCOCC3)c([N+](=O)[O-])c2)CC1 ?
Statin myotox sup: -122; SIRT5 block: -5; S100A4 inh HTS: -5; Casp6 inh: -3; LGR2 inh: -16; esBAF inh: -1

What do the screens show for `C[C@@H]1CN([C@@H](C)CO)S(=O)(=O)c2ccc(C3=CCCC3)cc2O[C@@H]1CN(C)S(=O)(=O)c1ccc(F)cc1`?
Statin myotox sup: -5; SIRT5 block: -1; S100A4 inh HTS: 4; Casp6 inh: 1; LGR2 inh: 5; esBAF inh: -5

What do the screens show for `Cc1ccc(CN2CCC(C)(Oc3cccc(Cl)c3)C2)cc1` (configuration not stated)?
Statin myotox sup: 1; SIRT5 block: 1; S100A4 inh HTS: -3; Casp6 inh: 2; LGR2 inh: 24; FN deposition inh: 0; esBAF inh: -4

Results for CNC[C@@H]1Oc2ccc(NS(=O)(=O)c3cccs3)cc2C(=O)N([C@H](C)CO)C[C@H]1C ?
Statin myotox sup: -42; SIRT5 block: 5; S100A4 inh HTS: -5; Casp6 inh: -8; LGR2 inh: 16; FN deposition inh: 0; esBAF inh: -1

What do the screens show for `C[C@@H]1CCCCO[C@H](CN(C)C(=O)c2ccncc2)[C@@H](C)CN([C@H](C)CO)C(=O)c2cc(NC(=O)Cc3ccccc3)ccc2O1`?
Statin myotox sup: -27; SIRT5 block: 5; S100A4 inh HTS: 3; Casp6 inh: 0; LGR2 inh: -5; FN deposition inh: -1; esBAF inh: -7

How did Cc1nc2ccc(NC(=O)c3ccc(Cl)c([N+](=O)[O-])c3)cc2s1 do in these assays?
SIRT5 block: 0; S100A4 inh HTS: 0; Casp6 inh: 0; LGR2 inh: -7; FN deposition inh: -9

How did O=c1[nH]ncc(N2CCN(C(c3ccccc3)c3ccccc3)CC2)c1Cl do in these assays?
SIRT5 block: 7; S100A4 inh HTS: 5; Casp6 inh: 2; LGR2 inh: 28; FN deposition inh: -13

Results for O=C(NC[C@H]1[C@@H](c2ccccc2)[C@@H](CO)N1C(=O)C1CCC1)NC1CCCC1 ?
Statin myotox sup: 9; LGR2 inh: -5; FN deposition inh: -6; esBAF inh: 0

Results for CC(Nc1oc(-c2ccco2)nc1C#N)c1ccccc1 (configuration not stated) ?
Statin myotox sup: 9; LGR2 inh: -8; FN deposition inh: 4; esBAF inh: 2

How did Cc1cccc(C(=O)N2CCCC(N3CCN(c4ccccc4)CC3)C2)n1 (configuration not stated) do in these assays?
Statin myotox sup: 4; SIRT5 block: 3; S100A4 inh HTS: 8; Casp6 inh: 3; LGR2 inh: 11; FN deposition inh: 3; esBAF inh: 3

Results for CCN1C(=O)[C@H]2[C@@H](c3ccc(OC)cc3)N[C@]3(CCCN(Cc4ccc(Br)cc4)C3=O)[C@H]2C1=O ?
Statin myotox sup: -14; SIRT5 block: -1; S100A4 inh HTS: 0; Casp6 inh: 6; LGR2 inh: -16; FN deposition inh: 18; esBAF inh: -2

What do the screens show for `Cc1ccc2c(c1)N(CC(=O)NCCC1=CCCCC1)C(=O)c1cccnc1O2`?
Statin myotox sup: 12; S100A4 inh HTS: -1; Casp6 inh: 0; LGR2 inh: -7; FN deposition inh: 10; esBAF inh: 2

Results for O=C(c1ccco1)N1CCN(c2ccc([N+](=O)[O-])c(N3CCOCC3)c2)CC1 ?
S100A4 inh HTS: 4; Casp6 inh: 7; LGR2 inh: 13; FN deposition inh: 0

As a working copy, part of the list above:
How did O=c1[nH]ncc(N2CCN(C(c3ccccc3)c3ccccc3)CC2)c1Cl do in these assays?
SIRT5 block: 7; S100A4 inh HTS: 5; Casp6 inh: 2; LGR2 inh: 28; FN deposition inh: -13

Results for O=C(NC[C@H]1[C@@H](c2ccccc2)[C@@H](CO)N1C(=O)C1CCC1)NC1CCCC1 ?
Statin myotox sup: 9; LGR2 inh: -5; FN deposition inh: -6; esBAF inh: 0

Results for CC(Nc1oc(-c2ccco2)nc1C#N)c1ccccc1 (configuration not stated) ?
Statin myotox sup: 9; LGR2 inh: -8; FN deposition inh: 4; esBAF inh: 2

How did Cc1cccc(C(=O)N2CCCC(N3CCN(c4ccccc4)CC3)C2)n1 (configuration not stated) do in these assays?
Statin myotox sup: 4; SIRT5 block: 3; S100A4 inh HTS: 8; Casp6 inh: 3; LGR2 inh: 11; FN deposition inh: 3; esBAF inh: 3

Results for CCN1C(=O)[C@H]2[C@@H](c3ccc(OC)cc3)N[C@]3(CCCN(Cc4ccc(Br)cc4)C3=O)[C@H]2C1=O ?
Statin myotox sup: -14; SIRT5 block: -1; S100A4 inh HTS: 0; Casp6 inh: 6; LGR2 inh: -16; FN deposition inh: 18; esBAF inh: -2

What do the screens show for `Cc1ccc2c(c1)N(CC(=O)NCCC1=CCCCC1)C(=O)c1cccnc1O2`?
Statin myotox sup: 12; S100A4 inh HTS: -1; Casp6 inh: 0; LGR2 inh: -7; FN deposition inh: 10; esBAF inh: 2
